Kir21 block: inhibitors of mouse Kir2.1 inward-rectifier potassium channel. Inward rectifier potassium channel 2 (Mus musculus), P35561. HEK293-Kir2.1, FluxOR thallium flux fluorescence; active compounds read low. B-score at 10 µM. actives 0.85% (n = 310,000);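 active means fluorescence ratio B-score at or below minus 3 SD of library scores, with starting-brightness B-score within 2 SD, cut at about -4.2 in these data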;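 further: channel flux triggered by added potassium and thallium sulfate stimulus; B-score of peak minus minimum fluorescence over baseline after thallium stimulus; more negative B-score means stronger Kir2.1 block with less thallium influx; some compounds called inactive have numbers as strong as hits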
Target sequence (P35561 whole entry, looked up): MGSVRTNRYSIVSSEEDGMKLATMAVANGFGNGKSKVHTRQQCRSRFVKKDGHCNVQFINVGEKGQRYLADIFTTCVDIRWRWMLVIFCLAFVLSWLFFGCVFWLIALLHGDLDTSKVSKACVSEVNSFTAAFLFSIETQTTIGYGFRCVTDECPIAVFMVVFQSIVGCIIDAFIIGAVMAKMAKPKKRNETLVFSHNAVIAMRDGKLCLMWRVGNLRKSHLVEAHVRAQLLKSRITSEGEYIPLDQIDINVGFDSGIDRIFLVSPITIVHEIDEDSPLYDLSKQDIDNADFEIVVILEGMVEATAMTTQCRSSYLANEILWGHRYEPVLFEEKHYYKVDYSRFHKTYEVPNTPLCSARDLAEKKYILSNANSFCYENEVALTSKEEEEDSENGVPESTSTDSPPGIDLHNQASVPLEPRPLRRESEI
STK33 kinase inh: inhibitors of purified STK33 kinase, primary screen, biochemical, ADP-Glo luminescence, homogeneous, cell-free; inhibition, % at 10 µM; Serine/threonine-protein kinase 33 (Homo sapiens), Q9BYT3; AID 2661, 2010; actives 0.073% (n = 320,000); MBP phosphorylation;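 active means inhibition at or above 25%, using the most active replicate where run in duplicate; inactive means inhibition below 25%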
Target sequence (Q9BYT3 whole entry, looked up): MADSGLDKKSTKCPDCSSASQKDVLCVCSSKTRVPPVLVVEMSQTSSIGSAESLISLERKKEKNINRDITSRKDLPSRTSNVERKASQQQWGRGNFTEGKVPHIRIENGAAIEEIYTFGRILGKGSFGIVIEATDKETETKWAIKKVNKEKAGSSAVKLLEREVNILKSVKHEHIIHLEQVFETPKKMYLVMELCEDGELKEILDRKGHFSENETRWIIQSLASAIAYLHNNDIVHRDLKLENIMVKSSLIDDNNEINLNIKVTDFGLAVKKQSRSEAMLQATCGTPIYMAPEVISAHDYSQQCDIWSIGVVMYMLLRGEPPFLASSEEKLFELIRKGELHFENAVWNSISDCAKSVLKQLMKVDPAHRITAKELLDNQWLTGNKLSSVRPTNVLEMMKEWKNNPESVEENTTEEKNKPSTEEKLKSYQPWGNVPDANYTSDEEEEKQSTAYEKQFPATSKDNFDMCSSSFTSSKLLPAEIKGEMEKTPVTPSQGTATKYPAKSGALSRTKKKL
* marks the source's active call; other numbers are inactive results; nt = no result given.

compound,Kir21 block,STK33 kinase inh
O=C(CN1C(=O)COc2ccccc21)NCc1ccccn1,-0.56,0.4
COC(=O)c1ccc(Cn2cnc3ccccc3c2=O)cc1,-1.15,-0.6
O=C(O)c1cccc(Nc2nc(Nc3ccccc3)nc(N3CCCC3)n2)c1,-0.01,-1.2
CC(=O)N1CCCc2ccccc21,0.9,-0.1
C/C(CC(=O)Nc1cc(C)ccn1)=N\NC(=O)C(=O)NC(C)C,-1.32,-0.4
O=C(O)c1ccccc1Nc1ccnc(C(F)(F)F)c1,-0.42,1.3
Cc1nc(Cl)c2c(n1)NC1=C(O2)C(=O)CCC1,-14.2,0.1
O=C(CN1CCCCC1)N1N=C(c2cccs2)CC1c1cccs1 (stereo not given),0.82,-0.8
COC(=O)CNC(=O)Cn1ccc2ccccc2c1=O,-0.56,-1.1
CCC(CC)C(=O)NCCCCc1ccccc1,-0.29,-0.9
CCNc1nc(NCC)nc(SCCOC(=O)Nc2ccc(Cl)cc2Cl)n1,0.02,0.8
Cc1csc(NS(=O)(=O)c2cccc([N+](=O)[O-])c2)n1,-0.06,0.5
COC(=O)[C@@H]1C(c2ccccc2)(c2ccccc2)[C@@]1(C)C(=O)OC,1.14,-1.1
N#C[C@]1(S(=O)(=O)c2ccccc2)C[C@@H]2ON=C(c3cccc(Br)c3)[C@@H]2C1,0.78,0.4
C#CCNC(=O)C1=C[C@@H](C2CC2)[C@H](CCCO)[C@@H](OCC)O1,-0.48,1.6
CC(C)(C)NC(=O)C(c1ccc(O)cc1)N(C(=O)CCC(=O)Nc1nccs1)c1ccccc1F (stereo not given),-0.55,1.2
COC(=O)c1cc(NC(=O)CC2Oc3ccccc3NC2=O)cc(C(=O)OC)c1 (stereo not given),-0.5,0.5
COc1ccc(Oc2ccc(N/C=C3\CCCC3=O)cc2)cc1,-0.07,-1.4
O=C(NCCO)c1nc(C(=O)c2ccccc2)c2ccccc2n1,nt,0.3
O=C(NC1CCN(C(=O)N2CCOCC2)CC1)c1ccccc1,0.15,-0.3
CCOc1ccc(NC(=O)CSc2nnc(-c3ccncc3)n2CC2CCCO2)cc1 (stereo not given),0.45,0.6
Cc1ccc(OCC(=O)Nc2ccc(N3CCOCC3)cc2)c([N+](=O)[O-])n1,0.73,-0.8
O=C(Cc1ccc(Br)cc1)NC1CCCCC1,0.56,-0.6
COc1ccccc1C(=O)Nc1ccc(C(=O)O)cc1,4.46,2.9
CCCCC(=O)NC1(C(F)(F)F)NC(=O)N(Cc2ccccc2)C1=O (stereo not given),0.02,-0.5
CN(C)CC#CCCCCCCC#CCN(C)C,1.94,-1.5
O=C(COC(=O)[C@@H]1CC(O)CN1S(=O)(=O)c1ccc([N+](=O)[O-])cc1)NC12CC3CC(CC(C3)C1)C2 (stereo not given in full),0.08,1.1
CCOCCCNC(=O)C(NC(=O)CNC(=O)c1ccccc1)c1ccc(C)cc1 (stereo not given),0.66,-0.3
O=C(Nc1ccccc1)Nc1cccc(NC(=O)Nc2ccccc2)c1F,0.07,-0.6
O=C(CSc1nnc(NC(=O)C2CC2)s1)NCc1ccc(F)cc1,0.12,-0.9
CC1CCN(c2ccc(C(=O)Nc3ccc4c(c3)OCO4)cc2[N+](=O)[O-])CC1,-0.35,-1.2
CCC(C)(C)c1ccc(OC(=O)c2cccnc2Cl)cc1,-0.16,-1.9
CCOC(=O)C1CCN(C(=O)CCCCn2c(=O)[nH]c3ccccc3c2=O)CC1,1.9,-2.0
O=C(COC(=O)c1ccc(Cl)cc1Cl)Nc1cccc(S(=O)(=O)NC2=NCCC2)c1,nt,-0.1
Cc1cccnc1NC(=O)Cn1nc(-c2ccccc2)oc1=S,-0.02,-1.0
O=S(=O)(c1ccc2c(c1)OCCO2)N1CCC(n2nnc3cc(C(F)(F)F)ccc32)CC1,1.73,-4.1
CCCN(CC1CC1)c1nc(C)nc(Nc2c(Cl)cc(Cl)cc2Cl)c1Cl,0.55,-0.6
COc1ccc(/C=C/C(=O)c2ccc[nH]2)cc1OC,-1.57,6.0
CCOC(=O)C1=C(C)NC(C)=C(C(=O)OCC)C1C(=O)OCC(=O)NC1(C#N)CCCCC1,0.93,-0.9
FC(F)(F)C1=CC(c2ccc(Cl)cc2)=NCCN1,0.05,-0.9
CC(C)c1ccc(S(=O)(=O)/N=C2/C=C(Sc3ncn[nH]3)C(=O)c3ccccc32)cc1,nt,2.1
COc1cc(OC)c(C2=NOC(C(=O)Nc3c(C)n(C)n(-c4ccccc4)c3=O)C2)cc1Cl (stereo not given),0.69,-0.4
CCN(CC)C(=S)SCC(=O)Nc1ncc2c(n1)CC(C)(C)CC2=O,0,-2.0
CSCCC(NS(=O)(=O)c1ccc(C)cc1C)C(=O)Nc1cccnc1 (stereo not given),nt,-1.8
CC(C)(C)c1cc(CN(CCO)CCO)cc(C(C)(C)C)c1O,-0.01,0.2
CCN(CC(=O)Nc1ccccc1OC)C(=O)c1ccc(NC(=O)c2cccs2)cc1,nt,1.4
N#Cc1c(-c2ccco2)cc(C2CC2)nc1SCC(=O)c1ccccc1,1.75,-0.1
Cc1ccc(-n2ncc3ccccc3c2=O)cc1Cl,-0.89,-1.7
CCN(CC)c1ccc(/C=N/NC(=O)CNC(=O)c2cccs2)cc1,-1.99,-1.7
Cc1ccccc1-c1nnc(CS(=O)(=O)c2ccccc2)o1,-1.01,-0.1

(cont.)
compound,Kir21 block,STK33 kinase inh
O=C(COC(=O)c1ccccn1)Nc1nc(-c2ccccc2)cs1,-1.69,0.7
CC1(C)CNC(=O)c2sc(NC(=O)CN3CCOCC3)nc2C1,-1.49,0.0
Cc1cc(NC(=O)Nc2cccc([N+](=O)[O-])c2)no1,0.25,-0.9
Cc1cc(C(=O)NNC(=S)NCc2ccccc2)no1,1.73,nt
CCn1cc(C(=O)N(C)Cc2ccc(OC(F)F)cc2)c(=O)c2ccc(C)nc21,0.76,-1.1
Cc1cc(C)n(-c2cc(N3CCN(C(=O)c4cccc(F)c4)CC3)ccc2[N+](=O)[O-])n1,-0.9,-0.2
COC(=O)c1ccc(COC(=O)c2ccccc2OC)cc1,-0.64,0.8
CCOC(=O)c1nnn(-c2nonc2-n2cccc2)c1CN1CCOCC1,0.53,-2.6
Cc1cc(C(=O)CN2C(=O)NC3(CCCc4ccccc43)C2=O)c(C)n1Cc1ccccc1 (stereo not given),0.4,0.3
COc1cc2nc(NC(=O)c3ccccc3)[nH]c(=O)c2cc1OC,-1.32,0.4

Record cards (already shown). Order of values: Kir21 block | STK33 kinase inh
Entry for `Cc1cc(C(=O)CN2C(=O)NC3(CCCc4ccccc43)C2=O)c(C)n1Cc1ccccc1` (stereo not given) = 0.4 | 0.3
Entry for `O=C(COC(=O)c1ccccn1)Nc1nc(-c2ccccc2)cs1` = -1.69 | 0.7

(cont.)
compound,Kir21 block,STK33 kinase inh
CCn1c(CNC(=O)Cc2ccc(OC)cc2)nnc1SCCOc1ccccc1,-1.3,0.2
CC1CCCC(NC(=O)C2CCN(S(=O)(=O)N3CCCCC3)CC2)C1C (stereo not given),-0.56,0.5
COc1ccccc1N1CCN(C(=O)Cc2cccs2)CC1,-0.12,-0.1
CC(=O)c1cccc(NC(=S)N2CCN(c3ccccn3)CC2)c1,-0.73,-1.0
Cn1c(Oc2ccccc2NCc2cccc(Br)c2)cc(=O)n(C)c1=O,-1.5,-0.6
C=CCN(c1ccccc1)S(=O)(=O)c1cccc(C(=O)NCc2ccncc2)c1,-0.29,-1.5
CCn1c(SCC(=O)c2ccc(NS(=O)(=O)c3ccccc3)cc2)nnc1-c1cccs1,0.02,-0.2
COc1ccc(OC)c(CCNC(=O)CCn2ccc3cc(S(=O)(=O)N4CCCC4)ccc32)c1,1.37,-0.1
CCN1CCN(C(=O)c2ccc(Cl)c(S(=O)(=O)N3CCOCC3)c2)CC1,-0.21,-0.5
Cc1ccc(C(=O)CSC2=C(C#N)C(c3ccco3)C3=C(CCCC3=O)N2)cc1 (stereo not given),0.45,-0.1

A draw from above in order of count of non-hydrogen atoms, ascending:
compound,Kir21 block,STK33 kinase inh
CC1(C)CNC(=O)c2sc(NC(=O)CN3CCOCC3)nc2C1,-1.49,0.0
O=C(COC(=O)c1ccc(Cl)cc1Cl)Nc1cccc(S(=O)(=O)NC2=NCCC2)c1,nt,-0.1
COc1cc(OC)c(C2=NOC(C(=O)Nc3c(C)n(C)n(-c4ccccc4)c3=O)C2)cc1Cl (stereo not given),0.69,-0.4

More compounds follow:
compound	Kir21 block	STK33 kinase inh
CC(=O)Nc1cc(NC(C)=O)cc(C(=O)NC(C)(C)C)c1	-0.18	0.1
CC(=O)c1c(COC(=O)c2ccc(C)cc2)nc2ccccc2[n+]1[O-]	1.29	-4.2
CCC(C)(C)NC(=O)C(c1ccccc1F)N(Cc1ccco1)C(=O)c1csnn1 (stereo not given)	0.82	-1.6
O=C(Nc1ccccc1)C(O)C(O)C(=O)Nc1ccccc1 (stereo not given)	-1.14	0.3
COc1ccc2[nH]c(=O)c(CN(CC3CCCO3)C(=O)Nc3ccccc3OC)cc2c1 (stereo not given)	1.02	nt
Cc1cccc(NC(=S)N(CCN2CCOCC2)Cc2cc3cc4c(cc3[nH]c2=O)OCO4)c1	0.91	-0.2
COCCC(=O)N1CCC(Oc2ccc(C(=O)N3C[C@@H](C)O[C@@H](C)C3)cc2)CC1	-1.44	nt
CCOC(=O)CNc1ccc(OC(F)(F)F)cc1	1.01	-7.4
Cc1cc(N2CCOCC2)n2ncc(-c3ccc(Cl)cc3)c2n1	-0.07	-2.2
COc1cc(C)c(NC(=O)Cc2ccsc2)cc1OC	0.75	-2.6
COc1c(C(O)CC(C)C)ccc2c1C(=O)OCc1cc(C)cc(O)c1O2 (stereo not given)	-0.46	0.4
Cc1cc(NC(=O)c2sc3ccccc3c2O)no1	0.55	1.2
COc1ccccc1C/C(N)=N/OC(=O)c1ccc2c(c1)OCO2	-0.42	nt
COc1cc(Cn2c(=O)oc3ccc(C)cc32)ccc1OC(C)C	0.47	0.7
CCOC(=O)c1sc2nc(CC(=O)OC)nc(NCc3ccco3)c2c1C	-1.3	nt
CCCCCCCCCC(=O)N1c2ccccc2NC(=O)C1CC(=O)Nc1ccc(C(=O)O)cc1 (stereo not given)	0.91	-4.4
CC(=O)N/N=C(\N)c1nonc1N	0	0.1
CCC1CCCCN1CCCNC(=O)c1ccc(CS(=O)(=O)Cc2ccccc2F)o1 (stereo not given)	1.2	-0.4
CCN(c1ccccc1)S(=O)(=O)c1cccc(C(=O)NCc2ccccn2)c1	1.01	nt
COC(=O)c1ccc(C(NC(=O)OCc2ccccc2)/C(F)=C/[C@@H](C)C(=O)NCc2ccc(-c3ccccc3)cc2)cc1 (stereo not given in full)	nt	-0.4
CC(NC(=O)c1ccccc1F)c1ccccc1 (stereo not given)	-1.04	0.5
COc1ccccc1-n1cnnc1SC1CCOC1=O (stereo not given)	1.09	-0.2
CCOc1ccc(C(C(=O)NC2CCCCC2)N(CCOC)C(=O)c2snc(C(N)=O)c2N)cc1 (stereo not given)	-0.65	-1.6
COc1ccc(CNC(=O)/C=C/c2cc([N+](=O)[O-])ccc2OC(F)F)cc1	-0.2	-2.8
Cc1c(C)c2ccc(O[C@@H]3O[C@H](CO)[C@@H](O)[C@H](O)[C@H]3O)c(C)c2oc1=O	0.87	-0.9

4 of the compounds above, with two lines to a compound:
Order of results – Kir21 block	STK33 kinase inh
COC(=O)c1ccc(C(NC(=O)OCc2ccccc2)/C(F)=C/[C@@H](C)C(=O)NCc2ccc(-c3ccccc3)cc2)cc1 (stereo not given in full)
→ nt	-0.4
O=C(Nc1ccccc1)C(O)C(O)C(=O)Nc1ccccc1 (stereo not given)
→ -1.14	0.3
COc1ccccc1-n1cnnc1SC1CCOC1=O (stereo not given)
→ 1.09	-0.2
Cc1cc(N2CCOCC2)n2ncc(-c3ccc(Cl)cc3)c2n1
→ -0.07	-2.2

Next section
compound	Kir21 block	STK33 kinase inh
CCC(NC(=O)c1ccccc1NC(=O)c1ccc(OC)cc1)C(=O)N1CCCC1 (stereo not given)	1.59	-1.4
O=C(NCCCN1CCOCC1)C(=O)N/N=C/c1c(Cl)cccc1Cl	0.94	-1.8
CCOc1ccc(-n2c(Cc3cc(=O)[nH]c(=O)[nH]3)nnc2SCC(=O)OC)cc1	1.57	-0.5
Cc1cc(C)n(C(=O)C(C)n2nc([N+](=O)[O-])c(Br)c2C)n1 (stereo not given)	-1.35	-0.8
Cc1cc(NC(=O)C(C)C)ncc1NC(=O)Cc1ccccc1	-0.51	-2.3
CCc1cc2c(cc(C(=O)O)n2C)s1	-0.68	0.0
COc1cccc(-c2nc(CS(=O)(=O)CC(=O)NCCc3ccc(OC)cc3OC)c(C)o2)c1	0.48	-1.5
Cc1cccc(/C=N\Nc2nnc(-c3ccccc3)c(=O)[nH]2)c1	-2.22	-1.6
Cc1cccc(CCNC(=O)C2CCN(S(=O)(=O)c3c(C)nn(C)c3C)CC2)c1	2.09	0.3
CCOC(=O)c1cccc(NC(=O)CN(c2ccc(C)cc2)S(=O)(=O)c2c(C)n[nH]c2C)c1	-0.13	-0.7

High-throughput results (PubChem)
